CRFBP-R2 agonist – agonists of human CRF-binding protein/CRF-R2 receptor complex; HEK293 CRF-R2/CRF-BP, calcium dye fluorescence (FLIPR); percent of saturating CRF peptide response; activation, % at 13.2 µM; actives 0.46% (n = 350,000);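 active = activation of at least 50%, plus an integration ratio under a set limit after plate pattern correction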;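 note: plate controls were neutral control wells without compound for no effect and CRF at EC100 for full effect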
CHRM4 agonist – agonists of human muscarinic M4 receptor (CHRM4); activation, % at 3 µM; AID 624127; CHO-K1 hM4/Gqi5, Fluo-8 calcium fluorescence; vehicle 0%, full acetylcholine response 100%; actives 0.14% (n = 360,000); P08173;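 active = activation above the run mean over all test wells plus 3 SD, cut at about 32% in these data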;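 note: peak over basal fluorescence ratio per well then scaled between controls; 0% = DMSO wells and 100% = acetylcholine at EC100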
Target sequence (P08173 whole entry, looked up): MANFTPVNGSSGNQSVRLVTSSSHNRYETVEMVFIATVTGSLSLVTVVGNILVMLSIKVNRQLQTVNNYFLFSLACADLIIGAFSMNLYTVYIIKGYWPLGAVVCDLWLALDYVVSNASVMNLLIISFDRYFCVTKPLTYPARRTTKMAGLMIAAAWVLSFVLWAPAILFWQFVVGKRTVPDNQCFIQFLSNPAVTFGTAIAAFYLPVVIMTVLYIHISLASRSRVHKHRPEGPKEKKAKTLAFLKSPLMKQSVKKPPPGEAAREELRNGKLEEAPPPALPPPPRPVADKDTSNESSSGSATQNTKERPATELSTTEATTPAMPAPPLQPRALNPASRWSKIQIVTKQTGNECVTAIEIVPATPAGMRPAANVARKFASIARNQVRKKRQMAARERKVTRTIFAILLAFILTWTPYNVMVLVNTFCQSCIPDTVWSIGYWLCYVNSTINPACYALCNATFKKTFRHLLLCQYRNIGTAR
IDE cell inh – inhibits human insulin-degrading enzyme in HEK cells; P14735; FAbetaB cleavage, fluorescence polarization; inhibition, % at 5.59 µM; actives 0.41% (n = 320,000);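 active = percent inhibition above the average of all tested compounds plus 3 SD, set per screening campaign, cut at about 16% in these data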;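 note: IDE supplied by intact live HEK cells; FP after avidin binding of uncleaved biotin substrate so inhibition keeps polarization high; 0% = DMSO wells and 100% = 60 µM reference IDE inhibitor Ii1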
CHRM4 antagonist – antagonists of human muscarinic M4 receptor (CHRM4) | P08173 | CHO-hM4 cells, ACh EC80, Fluo-8 calcium fluorescence | inhibition, % at 3 µM | actives 0.73% (n = 360,000);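 active = inhibition above its plate's cutoff, the mean inhibition of sample wells plus 3 SD, cut at about 27% in these data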;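 note: 0% = acetylcholine EC80 with DMSO and 100% = DMSO without agonist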
M5 PAM – positive allosteric modulators of human muscarinic M5 receptor. P08912. actives 0.3% (n = 360,000). AID 624038. CHO-K1 hM5, Fluo-8 calcium, ACh EC20 PAM; 0% = ACh EC20, 100% = ACh EC100. activation, % at 3 µM;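 active = activation above the run cutoff, the mean activation of all test compounds plus 3 SD, cut at about 18% in these data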
Target sequence (P08912 whole entry, looked up): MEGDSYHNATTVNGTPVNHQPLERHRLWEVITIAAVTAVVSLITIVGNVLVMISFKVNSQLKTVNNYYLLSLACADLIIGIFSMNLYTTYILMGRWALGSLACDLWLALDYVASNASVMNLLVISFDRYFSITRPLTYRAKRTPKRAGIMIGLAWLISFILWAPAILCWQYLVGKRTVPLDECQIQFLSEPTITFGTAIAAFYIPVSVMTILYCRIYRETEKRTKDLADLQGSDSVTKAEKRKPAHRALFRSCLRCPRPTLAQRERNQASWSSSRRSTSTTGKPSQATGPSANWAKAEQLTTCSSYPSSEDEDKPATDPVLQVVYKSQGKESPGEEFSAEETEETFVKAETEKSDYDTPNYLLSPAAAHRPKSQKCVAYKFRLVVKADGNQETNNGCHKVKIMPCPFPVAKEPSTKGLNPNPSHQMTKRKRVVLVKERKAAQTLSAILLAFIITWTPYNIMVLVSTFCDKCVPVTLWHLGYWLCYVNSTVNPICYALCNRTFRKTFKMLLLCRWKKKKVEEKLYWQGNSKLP
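Assay system: CHO-K1 hM5 cells / Incubation: Fluo-8 loading 80 min at 37 °C plus 30 min room temperature / Technique: Fluo-8 calcium dye fluorescence, kinetic read / Repeats: single replicate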
CRFBP-R2 block – antagonists of CRF-binding protein/CRF-R2 receptor complex. actives 0.59% (n = 350,000). AID 588475. inhibition, % at 11.8 µM. HEK293 CRF-R2/CRF-BP, CRF-induced calcium fluorescence;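 active = inhibition of the ligand-induced calcium signal above about 50% at the single tested concentration, limit read from the data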
M4 PAM – positive allosteric modulators of human muscarinic M4 receptor. P08173. CHO-K1 hM4/Gqi5, Fluo-8 calcium fluorescence, ACh EC20; 0% = ACh EC20, 100% = maximal ACh. activation, % at 3 µM. actives 0.4% (n = 360,000). AID 624126;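 active = activation above its plate's cutoff, the mean activation of sample wells plus 3 SD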; note: some results filed as inactive read as strong as hits
CHRM5 agonist – agonists of human muscarinic M5 receptor (CHRM5) | P08912 | CHO-K1 hM5 cells, Fluo-8 calcium fluorescence; 0% DMSO wells, 100% maximal acetylcholine response | activation, % at 3 µM | actives 0.19% (n = 360,000) | AID 624037;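 active = activation above the run's mean over test compounds plus 3 SD, cut at about 23% in these data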;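 note: signal is peak over basal fluorescence ratio across the kinetic read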
CHRM5 antagonist – blocks acetylcholine activation of human M5 receptor; P08912; CHO-hM5 cells, Fluo-8 calcium fluorescence, ACh EC80; inhibition, % at 3 µM; actives 0.59% (n = 360,000);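 active = inhibition above a per-plate cutoff, the mean of that plate's test compounds plus 3 SD, cut at about 27% in these data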;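 note: 0% = acetylcholine EC80 with DMSO and 100% = DMSO without agonist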
* = called active by the depositor; nt = not tested or not shown. The order is random; overall some 2.9% were active at least once.

The opening 16 records, ahead of the listing:
SMILES	CRFBP-R2 agonist	CHRM4 agonist	IDE cell inh	CHRM4 antagonist	M5 PAM	CRFBP-R2 block	M4 PAM	CHRM5 agonist	CHRM5 antagonist
CC(=O)c1cccc(NC(=O)C2CCN(S(C)(=O)=O)CC2)c1	-1.6	1	3	0	-2	7	6	0	-3
Cc1ccncc1C(N)=O	1.7	1	6	5	4	-7	1	1	-5
CN1CCN(S(=O)(=O)c2ccc(C3CCCCC3)cc2)CC1	-0.5	1	nt	-2	2	0	0	1	1
COc1ccc(S(=O)(=O)N2CCCCCC2)cc1C(=O)N(C)Cc1ccc(F)cc1	-0.5	5	0	-13	-5	-6	20	-1	4
CC1(C)CC(N2CCCC2)=CC(=[N+]2CCCC2)C1	-3.1	0	-2	10	-9	10	-6	-7	12
Cc1cccc(NS(=O)(=O)c2cn(C)c(=O)n(C)c2=O)c1C	-2.5	0	-2	5	-2	-8	0	0	6
CC(=O)OC(C(=O)NCS(=O)(=O)c1ccc(C)cc1)c1cccnc1 (stereo not given)	1.0	0	3	0	0	5	5	-3	2
COc1ccc(N2C(=NC(=O)CCC3CCCC3)SC3CS(=O)(=O)CC32)cc1 (stereo not given)	-0.6	1	-2	-4	1	-10	10	-3	5
Cc1cc(C)c(NC(=O)CNC(=O)COC(=O)C2CCN(c3ccc(C(F)(F)F)cn3)CC2)c(C)c1	0.3	5	5	-12	-12	-12	2	-5	14
Cc1cccc(C)c1NC(=O)CNC(=O)CCCc1c[nH]c2ccccc12	-1.3	0	-4	10	-2	4	-7	-2	4
CCNc1nc(CSc2ccccc2)nc2sc(C)c(C)c12	1.9	-3	-1	-9	-4	13	13	-7	-14
Cc1cccc(-c2nnc(SCC#N)n2C)c1	0.6	1	2	0	10	2	3	-4	-15
O=[N+]([O-])c1cc(Br)cc(C=Nc2ccc3c(c2)OCO3)c1O	3.5	1	0	-1	0	10	-6	1	0
COc1ccc2c(c1)CC/C2=N\OC(=O)c1cccc(C)c1	-5.1	0	6	-12	0	37	2	-6	-14
CN(C)c1ccc(C(c2ccc(N(C)C)cc2)c2ccc([N+](=O)[O-])cc2)cc1	-1.2	-1	-4	-14	4	9	-2	-2	5
CCOC(=O)C1CCCN(C(=O)C2c3ccccc3Oc3ccccc32)C1 (stereo not given)	2.6	20	-3	16	-8	11	3	27*	3

Main list (from the top)
SMILES	CRFBP-R2 agonist	CHRM4 agonist	IDE cell inh	CHRM4 antagonist	M5 PAM	CRFBP-R2 block	M4 PAM	CHRM5 agonist	CHRM5 antagonist
CC(=O)c1cccc(NC(=O)C2CCN(S(C)(=O)=O)CC2)c1	-1.6	1	3	0	-2	7	6	0	-3
Cc1ccncc1C(N)=O	1.7	1	6	5	4	-7	1	1	-5
CN1CCN(S(=O)(=O)c2ccc(C3CCCCC3)cc2)CC1	-0.5	1	nt	-2	2	0	0	1	1
COc1ccc(S(=O)(=O)N2CCCCCC2)cc1C(=O)N(C)Cc1ccc(F)cc1	-0.5	5	0	-13	-5	-6	20	-1	4
CC1(C)CC(N2CCCC2)=CC(=[N+]2CCCC2)C1	-3.1	0	-2	10	-9	10	-6	-7	12
Cc1cccc(NS(=O)(=O)c2cn(C)c(=O)n(C)c2=O)c1C	-2.5	0	-2	5	-2	-8	0	0	6
CC(=O)OC(C(=O)NCS(=O)(=O)c1ccc(C)cc1)c1cccnc1 (stereo not given)	1.0	0	3	0	0	5	5	-3	2
COc1ccc(N2C(=NC(=O)CCC3CCCC3)SC3CS(=O)(=O)CC32)cc1 (stereo not given)	-0.6	1	-2	-4	1	-10	10	-3	5
Cc1cc(C)c(NC(=O)CNC(=O)COC(=O)C2CCN(c3ccc(C(F)(F)F)cn3)CC2)c(C)c1	0.3	5	5	-12	-12	-12	2	-5	14
Cc1cccc(C)c1NC(=O)CNC(=O)CCCc1c[nH]c2ccccc12	-1.3	0	-4	10	-2	4	-7	-2	4
CCNc1nc(CSc2ccccc2)nc2sc(C)c(C)c12	1.9	-3	-1	-9	-4	13	13	-7	-14
Cc1cccc(-c2nnc(SCC#N)n2C)c1	0.6	1	2	0	10	2	3	-4	-15
O=[N+]([O-])c1cc(Br)cc(C=Nc2ccc3c(c2)OCO3)c1O	3.5	1	0	-1	0	10	-6	1	0
COc1ccc2c(c1)CC/C2=N\OC(=O)c1cccc(C)c1	-5.1	0	6	-12	0	37	2	-6	-14
CN(C)c1ccc(C(c2ccc(N(C)C)cc2)c2ccc([N+](=O)[O-])cc2)cc1	-1.2	-1	-4	-14	4	9	-2	-2	5
CCOC(=O)C1CCCN(C(=O)C2c3ccccc3Oc3ccccc32)C1 (stereo not given)	2.6	20	-3	16	-8	11	3	27*	3
Cc1nnc(SCC(=O)Nc2cccc(C(F)(F)F)c2)n1Cc1ccco1	0.7	1	3	-4	4	7	1	2	1
COc1cc2c(cc1OC)-c1nnnn1C(C)(C)C2	-3.2	0	-3	9	-1	-19	5	1	1
Cc1ccccc1C(=O)NCC(=O)OC(C)C(=O)NC(C)CCc1ccccc1 (stereo not given)	-0.9	1	-1	5	0	7	2	0	6
CN1CCN(c2ccc(S(=O)(=O)N3CCCCC3)cc2NC(=O)/C=C/c2ccc(Cl)c([N+](=O)[O-])c2)CC1	-0.8	2	-7	3	6	-20	6	-2	8
Oc1ccc(-c2sc(Nc3ccccc3)n[n+]2-c2ccc(F)cc2)cc1	-2.2	0	-5	-4	5	8	-7	-3	11
CC(C)N(C)C1=CC(=O)C(N(C)C(C)C)=CC1=O	3.7	1	nt	-7	1	0	0	1	9
CCC(=O)N(c1nnc(SC(C)C(=O)Nc2ccc(N3CCOCC3)cc2)s1)C1CC1 (stereo not given)	0.4	2	nt	-8	3	-8	5	-4	14
Cc1ccccc1C(=O)c1cccn1CC(=O)NCCCc1ccccc1	-1.4	1	0	-10	1	0	11	-2	-1
CCN(C(=O)Cn1c(=O)n(-c2cc(OC)c(OC)c(OC)c2)c(=O)c2ccccc21)c1cccc(C)c1	0.8	1	-6	4	1	11	-5	0	1

Three structures from above, sorted by molecular weight, rising.
SMILES	CRFBP-R2 agonist	CHRM4 agonist	IDE cell inh	CHRM4 antagonist	M5 PAM	CRFBP-R2 block	M4 PAM	CHRM5 agonist	CHRM5 antagonist
COc1cc2c(cc1OC)-c1nnnn1C(C)(C)C2	-3.2	0	-3	9	-1	-19	5	1	1
COc1ccc2c(c1)CC/C2=N\OC(=O)c1cccc(C)c1	-5.1	0	6	-12	0	37	2	-6	-14
COc1ccc(S(=O)(=O)N2CCCCCC2)cc1C(=O)N(C)Cc1ccc(F)cc1	-0.5	5	0	-13	-5	-6	20	-1	4

Next section.
SMILES	CRFBP-R2 agonist	CHRM4 agonist	IDE cell inh	CHRM4 antagonist	M5 PAM	CRFBP-R2 block	M4 PAM	CHRM5 agonist	CHRM5 antagonist
Cc1ccccc1NS(=O)(=O)c1ccc2c3c(cccc13)C(=O)N2C	-0.9	4	4	8	-11	-4	-6	-3	15
O=C(Nc1cccc(Cl)c1)c1cc2c(=O)n3ccccc3nc2s1	-0.8	1	3	5	3	7	-2	-3	-18
CC(=O)[C@@]12O[C@@H]1C[C@H]1[C@@H]3CC[C@H]4C[C@@H](O)CC[C@]4(C)[C@H]3CC[C@@]12C	1.0	0	0	1	2	-6	-4	-4	2
CC1Cn2c(nc(=O)c3c2NCN(CCc2ccccc2)C3)S1 (stereo not given)	0.0	20	1	6	-18	6	-13	1	17
COC(=O)c1cccc(Cn2c(Cl)c(/C=N/Nc3ccccc3C)sc2=O)c1	0.9	0	3	25	-5	8	-16	-2	7
O=C(c1ccc(Br)o1)N1CCN(C23CC4CC(CC(C4)C2)C3)CC1	3.5	2	-2	31*	-7	-34	-15	-8	9
O=C(CCc1ccccc1)Nc1ccccc1C(=O)NCc1ccco1	-0.4	2	2	-1	-8	3	0	-11	4
O=c1nc2ccccc2c2n1CC(CN1CCN(C(c3ccccc3)c3ccccc3)CC1)N2 (stereo not given)	-0.4	2	4	11	8	-7	-10	-10	18
C[C@H](NC(=O)c1ccco1)C(=O)Nc1ccc(S(=O)(=O)N2CCCC2)cc1	-1.7	2	7	-6	-8	5	16	0	-5
CN(Cc1ccccc1F)c1nc(-c2cccs2)nc2ccccc12	3.0	-1	2	6	-6	-32	-11	-2	-7
O=C(NCc1cccnc1)C(=O)NCC1CCCO1 (stereo not given)	-1.4	1	0	7	1	-5	-1	-3	4
COc1ccc(-c2c(C)nn(-c3ccccc3)c2N)cc1	0.7	0	3	5	0	25	-3	-1	-1
COc1cccc(-c2cc(C(F)(F)F)nc(N3CCCCC3)n2)c1	2.0	1	0	11	2	-11	0	-1	-3
Cc1oc2c(c1C(=O)Nc1cccc3ccccc13)CCCC2	-0.6	-2	-5	0	-1	13	-1	-9	3
COC(C(=O)NC1CC1)c1ccccc1 (stereo not given)	-3.1	1	0	4	6	9	1	-3	-6
Clc1ccc2oc(-c3cccnc3)nc2c1	-1.6	2	0	-4	5	-33	1	0	-7
O=C1NC[C@@H](Cc2ccc(O)cc2)N(CC2CCCCC2)C1=O	-0.5	0	-1	1	0	0	4	4	7
COC(=O)[C@@H]1C[C@@H]2CC[C@@H](O)C[C@@H]2N1Cc1ccc(N2CCN(C)CC2)cc1	-0.2	1	3	3	2	5	-7	-2	4
CC(C)(C)NC(=O)c1ccc2c(c1)CCO2	0.8	1	-5	8	9	-19	11	-1	10
CCC(=O)c1ccc(OCC(=O)Nc2ccc(N3CCOCC3)cc2N2CCOCC2)cc1	-1.2	1	2	-1	-1	4	3	-4	0
COc1ccc(S(=O)(=O)N2CCCCC2)cc1NC(=O)CCNC(=O)c1ccccc1Cl	-0.5	3	3	-1	-10	3	1	-4	-2
Cc1oc(-c2ccccc2F)nc1CS(=O)CC(=O)NCc1ccccc1 (stereo not given)	-0.8	1	2	2	5	10	4	-1	-7
CC(CC(=O)O)NCC1COc2ccccc2O1 (stereo not given)	-1.3	1	4	-3	-2	-6	2	0	8
Cc1ccc(NCCc2ccc(C)nc2)cc1	-6.3	1	3	20	1	8	6	0	0
CCC(C)c1ccccc1NC(=O)CN(C)CC(=O)Nc1ccccc1SC (stereo not given)	0.3	4	-2	-5	-2	20	-6	-2	9
Further structures:
SMILES	CRFBP-R2 agonist	CHRM4 agonist	IDE cell inh	CHRM4 antagonist	M5 PAM	CRFBP-R2 block	M4 PAM	CHRM5 agonist	CHRM5 antagonist
CCOn1c(=O)c(-c2ccc(Br)cc2)[n+]([O-])c2ccccc21	-3.6	0	3	1	1	-4	7	-2	4
CSc1nccc(N/N=C/c2ccccc2)n1	1.1	1	0	4	-1	1	-4	0	13
COc1ccc(N2C(=O)C(CC(=O)Nc3ccccc3)N(CCc3ccc(OC)c(OC)c3)C2=O)cc1 (stereo not given)	0.7	5	0	-7	-5	2	-6	0	2
CC(C)(C)OC(=O)COc1cc(OCC(=O)OC(C)(C)C)c2c(=O)cc(-c3ccccc3)oc2c1	1.1	10	-6	6	-11	-8	-9	-2	7
CC(=O)C1=C(O)C(=O)N(c2ccc(Br)cc2)C1c1ccc([N+](=O)[O-])cc1 (stereo not given)	0.1	0	0	4	-7	16	1	2	10
COc1ccc(C=O)cc1CSc1ccccn1	-1.4	0	-7	8	-1	12	-15	-4	6
COc1ccccc1/C(C)=N/Oc1cc(N)cc([N+](=O)[O-])c1	0.8	0	-1	-2	-12	11	-2	-5	5
O=C(C1=C[C@H](c2ccc3c(c2)OCO3)C[C@H](OCc2ccc(CO)cc2)O1)N1CCCCCCC1	-3.2	2	5	-4	-2	4	3	-2	10
O=[N+]([O-])c1ccc(N/N=C/c2ccccc2)c(F)c1	-0.2	3	14	-12	-7	-103	-8	-5	3
